EPAC2 antag = qHTS for Antagonist of cAMP-regulated guanine nucleotide exchange factor 2 (EPAC2): primary screen; Rap guanine nucleotide exchange factor 4 (Homo sapiens), Q8WZA2; EPAC2 GEF exchange of Rap1B-BODIPY-GDP, fluorescence; Potency, µM (titrated, usually from 114 µM), for the others: at the highest dose activity, negative = inhibition, actives largely listed as inhibitors; actives 0.18% (n = 360,000); AID 720708, 2013; note: % is set by controls: 0 for no effect and ±100 for the full control effect; nearly all actives have a fitted effect of over 45% in size; many of its hits are not listed in these tables
Target sequence (Q8WZA2 whole entry, looked up): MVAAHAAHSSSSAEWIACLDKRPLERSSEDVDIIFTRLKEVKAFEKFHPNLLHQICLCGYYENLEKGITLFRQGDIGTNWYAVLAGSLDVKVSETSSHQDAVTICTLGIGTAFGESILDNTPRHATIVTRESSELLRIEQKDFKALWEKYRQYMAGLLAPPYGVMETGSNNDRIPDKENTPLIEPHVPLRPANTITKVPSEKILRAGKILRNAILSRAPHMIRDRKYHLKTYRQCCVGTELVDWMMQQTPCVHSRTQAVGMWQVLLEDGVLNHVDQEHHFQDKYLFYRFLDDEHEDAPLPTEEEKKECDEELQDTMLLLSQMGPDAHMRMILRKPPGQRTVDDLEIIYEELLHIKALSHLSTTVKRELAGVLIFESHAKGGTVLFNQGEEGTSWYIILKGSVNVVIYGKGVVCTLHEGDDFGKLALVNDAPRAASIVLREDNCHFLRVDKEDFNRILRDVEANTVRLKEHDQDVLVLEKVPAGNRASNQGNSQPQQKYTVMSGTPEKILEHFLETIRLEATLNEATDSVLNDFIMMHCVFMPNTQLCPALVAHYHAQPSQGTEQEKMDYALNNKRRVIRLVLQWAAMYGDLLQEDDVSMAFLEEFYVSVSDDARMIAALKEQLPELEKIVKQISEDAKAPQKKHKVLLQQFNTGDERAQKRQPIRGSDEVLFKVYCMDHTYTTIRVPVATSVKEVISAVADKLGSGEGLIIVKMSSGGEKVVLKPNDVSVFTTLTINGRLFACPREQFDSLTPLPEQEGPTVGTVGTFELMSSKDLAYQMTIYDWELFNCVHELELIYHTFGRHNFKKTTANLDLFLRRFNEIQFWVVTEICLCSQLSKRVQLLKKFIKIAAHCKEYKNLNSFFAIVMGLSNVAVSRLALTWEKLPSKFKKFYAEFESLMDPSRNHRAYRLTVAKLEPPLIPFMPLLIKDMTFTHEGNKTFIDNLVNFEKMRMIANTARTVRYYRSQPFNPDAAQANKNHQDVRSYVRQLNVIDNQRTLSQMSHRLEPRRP
A549 viability = Nrf2 qHTS screen for inhibitors: counterscreen for cytotoxicity; A549 ARE-Fluc cells, CellTiter-Fluor viability, 18-24 h; Potency, µM (highest dose often 46 µM), inactives show at the top dose activity change, negative = cytotoxicity, most hits filed as inhibitors; actives 0.16% (n = 390,000); note: % is set by controls: 0 for no effect and ±100 for the full control effect
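A549 ARE-Fluc cells in 5% FBS OPTI-MEM, 5000 cells/well, rested 2 h then exposed to compounds in concentration-response for 18-24 h at 37 °C. Viability by CellTiter-Fluor fluorescence (Ex 405/Em 525) after 30 min; luciferase luminescence (BugLite, 15 min, RT) read afterwards.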
TGFb SMAD3 inh = qHTS for Inhibitors of TGF-b; HepG2 CAGA-GFP TGF-b/SMAD3 reporter, GFP fluorescence, 18 h; TGF-beta stimulated, 500 pg/mL final; Potency, µM (highest dose often 46.1 µM), for the others: at the top dose activity, negative = inhibition, most hits filed as inhibitors; actives 1.2% (n = 410,000); AID 588855, 2011; note: % is set by controls: 0 for no effect and ±100 for the full control effect; nearly all actives have a fitted effect of over 65% in size
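GFP signal (ex488/em500-530) from TGF-beta-stimulated HEPG2 CAGA-GFP cells, 500 pg/mL final, 18 h at 37 degrees C in DMEM plus 1% FBS, normalized to unstimulated and DMSO-stimulated controls.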
ATXN2 expr inh = Primary qHTS for Inhibitors of ATXN expression | AID 1745845, 2022 | Potency, µM (top dose mostly 57 µM), for the others: at the highest dose activity change, negative = inhibition, hits mostly inhibitors | actives 0.72% (n = 360,000) | HEK-293 ATXN2-luciferase reporter, luminescence, 24 h; note: % is set by controls: 0 for no effect and ±100 for the full control effect; nearly all actives have a fitted effect of over 55% in size
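ATXN2-luciferase reporter cells (luciferase flanked by upstream and downstream ATXN2 gene portions) were treated 24 h at 37 °C with compounds at up to 57 uM. SteadyGlo luminescence gave expression; GF-AFC fluorescence gave viability.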
HepG2 tox = qHTS for Inhibitors of TGF-b: Cytotox Counterscreen. HepG2 CAGA-GFP viability, ATP luminescence, 18 h. Potency, µM (top dose mostly 46.1 µM), inactives show top-dose activity change, negative = cytotoxicity, hits mostly cytotoxic. actives 0.76% (n = 410,000). AID 588856, 2011; note: some results filed as inactive show a strong effect at the top dose
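HepG2 CAGA-GFP cells (1000/well, DMEM with 1% FBS) received compound, then TGF-beta at 500 pg/mL final, and were incubated 18 hours at 37 degrees C. Viability was read by CellTiter-Glo luminescence. Media-only wells were set as complete cell-killing and DMSO as no toxicity.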
Nrf2 block = Nrf2 qHTS screen for inhibitors; Potency, µM (series often up to 46 µM), for the others: at the top dose activity change, negative = inhibition, hits mostly inhibitors; A549 ARE-Fluc reporter, luciferase luminescence, 18-24 h; actives 2.1% (n = 360,000); note: % is set by controls: 0 for no effect and ±100 for the full control effect; nearly all actives have a fitted effect of over 60% in size
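Reporter: ARE-Fluc in A549. Exposure: 18-24 h, 37 °C, 5% CO2, 5% FBS OPTI-MEM. Readouts: fluorescent cytotoxicity (CellTiter-Fluor), then luminescent Nrf2 signal after BugLite.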
S2 tox = Viability Counterscreen for Primary qHTS for Inhibitors of ATXN expression | S2 cells (HEK-293 line with an ATXN2-luciferase reporter) viability, CellTiter-Fluor protease fluorescence, 24 h | Potency, µM (doses to about 56.7 µM), hits mostly cytotoxic | actives 0.49% (n = 400,000) | AID 651635, 2014; note: nearly all actives have a fitted effect of over 40% in size
Nrf2 ARE act = qHTS of Nrf2 Activators. Potency, µM (series often up to 46.1 µM), without a hit: top-dose activation, actives largely listed as activators. actives 0.31% (n = 410,000). AREc32 ARE-luciferase reporter (MCF7-derived line), luminescence, 24 h. AID 624171, 2012; note: % of control where 0% means no effect; nearly all actives have a fitted effect of over 65% in size
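Cells of the AREc32 ARE-luciferase line are plated in OPTI-MEM containing 5% FBS and left overnight at 37 deg C. Compounds are pinned in, incubation continues 24 hr, and firefly luciferase signal is then measured.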
MCF10A rerep = A quantitative high throughput screen for small molecules that induce DNA re-replication in MCF 10a normal breast cells. Potency, µM (series often up to 46.1 µM), for inactives: top-dose activity, positive = re-replication, most hits filed as activators. actives 2.9% (n = 350,000). MCF 10A DNA re-replication, Hoechst nuclear intensity, 48 h; note: % of control where 0% means no effect; nearly all actives have a fitted effect of over 50% in size
* = called active by the depositor; i = inactive; u = inconclusive; x = not tested or not shown; & = joins results of further samples; [ ] = another dose, or the depositor's remark. Calls come from the whole dose curve; as a rule, active = well fitted curve in the direction sought with a large enough effect; inconclusive = small, poorly fitted or top-dose-only effect, or another doubt; inactive = no such curve, though single readings can be large; an effect the other way counts as inactive or inconclusive. Potency is the fitted concentration of half-maximal effect. This is a subset, so the mix of outcomes need not match the whole.

| compound | EPAC2 antag | A549 viability | TGFb SMAD3 inh | ATXN2 expr inh | HepG2 tox | Nrf2 block | S2 tox | Nrf2 ARE act | MCF10A rerep |
| --- | --- | --- | --- | --- | --- | --- | --- | --- | --- |
| COc1cc(C(=O)NCCC2=CCCCC2)ccc1OCc1c(C)noc1C | -3% | -2% | 0% | -5% | 1% | -18% | i | -0.1% | 14% |
| O=C(O)CSc1c(Cl)c(=O)oc2ccc(Cl)cc12 | 2% | x | 3% | x | 0% | x | i | 0.8% | x |
| Cn1c(COc2ccc(Cl)cc2)nnc1SCC(=O)NC1CC1 | -3% | -6% | 1% | 4% | 16% | 3% | i | -0.1% | 3% |
| O=C(NCCCCNC(=O)c1ccc(Cl)s1)c1ccc(Cl)s1 | 4% | 1% | 7% | 1% | 1% | x | u | 2.3% | -11% |
| O=C(OCC(=O)N1CCCc2ccccc21)c1ccc(F)c(S(=O)(=O)N2CCOCC2)c1 | -4% | 4% | -6% | 9% | -11% | -18% | i | 0.0% | -15% |
| COc1ccccc1NS(=O)(=O)c1cc(NC(=O)c2ccc3c(c2)OCCO3)ccc1C | 18% | 16% | u | -19% | -10% | -29% | i | 3.8% | u |
| CSc1nnc2c(n1)OC(C)N(C(=O)c1ccccc1)c1ccccc1-2 (configuration not stated) | 5% | -5% | 7% | 7% | -13% | -5% | i | 1.7% | 10% |
| N#CC1(C#N)OC12CCS(=O)(=O)c1ccccc12 (configuration not stated) | -2% | 8% | 16% | -13% | -4% | -2% | i | -0.5% | -6% |
| Cc1ccc(-c2ccc(C(=O)NCc3ccc(Cl)cc3)o2)c2ccccc12 | -6% | -2% | u | 0% | -23% | 3% | u | u | u |
| Nc1nc(SCC(=O)c2ccc(Cl)cc2)c2ncn(C3OC(CO)C(O)C3O)c2n1 (configuration not stated) | 9% | 1% | -12% | 4% | -24% | 14% | u | 0.6% | u |
| Cc1ccc(S(=O)(=O)C2C(=O)N(C)C3(C)CC2c2ccccc2O3)cc1C (configuration not stated) | 7% | 4% | -3% | -8% | -1% | 0% | i | -1.0% | 6% |
| Cc1oc(-c2ccc(Cl)cc2)nc1CS(=O)CC(=O)NC1CC1 (configuration not stated) | -11% | -4% | 3% | x | 1% | u | i | -0.3% | -1% |
| CCOC(=O)c1sc2nc(C)nc(NCc3ccc(Cl)cc3)c2c1C | -3% | -17% | 7% | -25% | -31% | 18µM* | i | 5.3% | 15% |
| CCOc1ccc(C(=O)/C=C/c2cn(CC(O)CN3CCc4ccccc43)c3ccccc23)cc1 (configuration not stated) | x | u | u | -3% | -34% | 3% | x | 6.5% | x |
| N#CC1(c2ccccc2)CCCN1C(=O)c1ccc(Br)cc1 (configuration not stated) | 13% | -9% | u | -3% | -7% | 11% | i | -0.9% | 1% |

| compound | EPAC2 antag | A549 viability | TGFb SMAD3 inh | ATXN2 expr inh | HepG2 tox | Nrf2 block | S2 tox | Nrf2 ARE act | MCF10A rerep |
| --- | --- | --- | --- | --- | --- | --- | --- | --- | --- |
| O=C(Nc1ccc(F)cc1)N1CCCN(c2nccc(C(F)(F)F)n2)CC1 | -16% | u | -7% | x | 6% | 12µM* | i | -0.6% | 1% |
| Cc1ccc(S(=O)(=O)N2Cc3ccccc3CC2C(=O)Nn2cnnc2)cc1 (configuration not stated) | 2% | 2% | -7% | -1% | -9% | 4% | i | 0.0% | 1% |
| Cc1cnc(NC(=O)CSc2nnc(-c3ccccc3)o2)s1 | -2% | -5% | -19% | -24% | -40% | u | u | 3.2% | 10% |
| COc1ccc(Nc2nc(-c3ccccc3F)nc3ccccc23)cc1OC | -9% | -14%&-12% | 2%&-38% | 5% | -12%&-25% | u | i | 2.2%&3.6% | -8% |
| CC(C)(C)NC(=O)C(=O)NNC(=O)c1cccc(F)c1 | 8% | 3% | -1% | 7% | -10% | u | i | 2.1% | 0% |
| c1ccc(COn2nnc3ccccc32)c(COn2nnc3ccccc32)c1 | 0% | 1% | -6% | -15% | 4% | u | i | 3.9% | u |
| N#CCCN(CCC#N)S(=O)(=O)c1ccc(C(=O)Nc2nnc(C3=COCCO3)o2)cc1 | u | 5% | -23% | x | 9% | 13% | i | 1.7% | -2% |
| COc1ccc(CNC(=O)C(C)n2nc(C)c3sc4ccccc4c3c2=O)cc1OC (configuration not stated) | x | -2% | -4% | x | 0% | u | x | -0.6% | x |
| Cc1cccc(Nc2nc(N)nc(CN3CCC(C(N)=O)CC3)n2)c1C | 20% | 12% | -4% | -7% | 17% | 8% | i | 0.3% | 0% |
| COc1ccc(C(=O)CN2CCN(c3ccc(F)cc3)CC2)cc1 | 11% | 4% | 4% | x | 9% | 4% | u | -0.7% | 13% |
| O=C(NCCCn1ccnc1)/C(=C\c1cccs1)NC(=O)c1cccs1 | -16% | 3% | 36%[activator] | -7% | 22% | 15% | i | 6.1% | -33%[inhibitor] |
| COc1ccc(Nc2cc(C(=O)NCCCN3CCN(C)CC3)c3ccccc3n2)cc1 | 7% | 21% | -2% | -6% | -34% | 8% | i | -0.6% | u |
| COC(=O)c1oc2ccccc2c1NC(=O)CN1CCCC1 | 9% | 1% | -2% | 4% | 6% | 9% | i | -0.4% | -10% |
| c1ccc2[nH]c(CSc3nccs3)nc2c1 | 6% | 4% | 0% | 40%[activator] | 0% | u | i | 0.5% | 4% |
| O=C(NCC(=O)N(c1cccc(F)c1)C(C(=O)NC1CCCC1)c1ccncc1)c1ccco1 (configuration not stated) | -1% | -6% | 17% | 25% | 8% | 1% | i | 0.4% | -1% |

| compound | EPAC2 antag | A549 viability | TGFb SMAD3 inh | ATXN2 expr inh | HepG2 tox | Nrf2 block | S2 tox | Nrf2 ARE act | MCF10A rerep |
| --- | --- | --- | --- | --- | --- | --- | --- | --- | --- |
| Cn1nnnc1SCCNCc1ccc(Cl)c(Cl)c1 | x | -11% | 0% | 10% | -5% | -2% | i | -0.7% | x |
| O=[N+]([O-])c1cccc(/C=C/c2ccncc2)c1 | 2% | -1% | -17% | 42%[activator] | -23% | 4% | i | 16% | -24% |
| CCOP(=O)(OCC)C(NC(=O)/C=C/c1ccc(OC)cc1)c1ccccc1 (configuration not stated) | -3% | 4% | 3% | -12% | -14% | -18% | i | 1.9% | 2% |
| Cc1ccc(CSc2nc3c(c(=O)[nH]2)C(c2cccc(F)c2F)CC(=O)N3)cc1 (configuration not stated) | x | 0% | -5% | 1% | -12% | -12% | i | -0.6% | x |
| Cc1cc(Nc2ccccc2)nc(N2CCOCC2)n1 | -6% | 28% | 20% | 21% | -24% | x | i | 0.8% | 2% |
| CC(C)COc1ccc(/C(=N/O)c2ccccc2)cc1 | -28% | u | u | 38%[activator] | -96% | u | i | 0.8% | -1% |
| Cc1cc(C(=O)COC(=O)C2=NNC(=O)CC2)c(C)n1-c1cccc(C(F)(F)F)c1 | 1% | -8% | -20% | -19% | -25% | -5% | i | -1.0% | 22% |
| CC(=O)Nc1ccc(S(=O)(=O)N2CCC(C(=O)Nc3nccs3)CC2)cc1 | -1% | 3% | 3% | 12% | 10% | 18% | i | -0.4% | 0% |
| COc1ccccc1C(=O)NCCC(=O)N(C)CC(=O)Nc1ccc(C)cc1 | 10% | -3% | u | 4% | 1% | -1% | i | 0.3% | -2% |
| CCOC(=O)c1c(C)c(-c2ccccc2)n(CC(=O)Nc2cc(C)cc(C)c2)c1C | x | -10% | -7% | 6% | -5% | -13% | i | 0.0% | x |
| O=C(COC(=O)c1cc(-c2ccccn2)nc2ccccc12)Nc1ncc(C(F)(F)F)cc1Cl | 22% | -3% | 12% | 3% | 0% | 7% | i | -1.0% | 17% |
| CCN(C(=O)COC(=O)c1cccc(S(=O)(=O)N(CC)CC)c1)C1CCS(=O)(=O)C1 (configuration not stated) | -4% | 4% | 13% | -3% | -11% | 5% | i | 0.0% | 3% |
| COc1ccc(S(=O)(=O)Nc2cccc(F)c2)cc1C | u | 10% | -14% | -21% | -23% | -17% | i | -0.5% | 8%[9.22 µM] |
| CN1CCN(c2cc(-c3cc(O)c4ncccc4c3)ccn2)CC1 | 8% | -2% | u | 10µM* | -48% | 5% | u | -0.1% | 2% |
| CC(C)c1ccccc1NC(=O)CSc1nnc(COc2ccccc2)o1 | x | 7% | -16% | -2% | 2% | 12% | i | -1.1% | x |

| compound | EPAC2 antag | A549 viability | TGFb SMAD3 inh | ATXN2 expr inh | HepG2 tox | Nrf2 block | S2 tox | Nrf2 ARE act | MCF10A rerep |
| --- | --- | --- | --- | --- | --- | --- | --- | --- | --- |
| COc1ccc(C=O)cc1CSc1nnc(COc2cccc3cccnc23)o1 | -5% | -2% | 4% | -11% | -1% | -9% | i | 4.3% | 18% |
| COc1ccc(CN2CC[C@H]3C=CC[C@@H](C(=O)N4CCOCC4)[C@H]3C2=O)cc1OC | -5% | -5% | 6%&5% | 7% | 5%&25% | 2% | i | -1.1% | -15% |
| O=C1C=C(Nc2ccc(Cl)cc2)CC(c2ccco2)C1 (configuration not stated) | 5% | -18% | -2% | -18% | -12% | -13% | i | 9.8% | u |
| COc1ccc2nc(CNC(=O)C3CCC(=O)N(CCc4ccccc4)C3)[nH]c2c1 (configuration not stated) | 0% | 5% | 18% | 1% | -2% | u | i | 0.4% | 7% |

Source: PubChem (National Center for Advancing Translational Sciences (NCATS))
